GSK3beta inhib: blocks human GSK3beta kinase activity | activity score (negative = inhibition), % at 10 µM | P49841 | GST-GSK3beta kinase, ADP-Glo luminescence, 60 min; active compounds read low | 0.038% of 300,000 active | AID 2097;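 active means more than half of replicate wells score below -50%, meaning over 50% inhibition versus plate controls; inconclusive means some replicates but at most half score below -50%; inactive means no replicate scores below -50%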;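 further: 0% = median DMSO wells and -100% = median GW8510 positive control wells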
Target sequence (P49841 whole entry, looked up): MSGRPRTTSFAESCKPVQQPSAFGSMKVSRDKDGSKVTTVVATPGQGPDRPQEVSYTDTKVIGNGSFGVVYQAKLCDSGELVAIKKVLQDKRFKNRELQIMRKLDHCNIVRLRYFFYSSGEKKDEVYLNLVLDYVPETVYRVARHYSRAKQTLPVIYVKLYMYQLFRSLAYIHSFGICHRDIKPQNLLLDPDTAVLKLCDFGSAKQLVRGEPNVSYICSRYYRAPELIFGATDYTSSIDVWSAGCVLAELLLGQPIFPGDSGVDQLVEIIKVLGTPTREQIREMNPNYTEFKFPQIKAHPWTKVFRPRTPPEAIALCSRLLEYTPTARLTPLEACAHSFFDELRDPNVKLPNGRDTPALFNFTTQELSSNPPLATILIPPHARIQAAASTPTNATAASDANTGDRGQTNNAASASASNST
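Test system: GST-fused GSK3beta enzyme, cell-free | Quantity: 1.6 ng GST-GSK3beta enzyme per well | Reagent: 25 µM ATP with peptide substrate | Schedule: 60 min enzyme reaction, room temperature | Signal: Luminescent ADP-Glo measurement of ADP formed | Read-out basis: Score relative to plate controls | Control set: DMSO and 20 µM GW8510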
IEC-6 cytotox: counter-screen for KLF5 inhibitors: cytotoxicity in IEC-6 cells; IEC-6 cytotoxicity, luminescence viability; inhibition, % at 5 µM; 0.78% of 290,000 active; AID 1825; in the data active means inhibition above about 22%;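 further: 0% = plate median of test compound wells and 100% = cytotoxic reference compound wells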
GSK3A inh: inhibitors of human GSK-3 alpha kinase | AID 2650 | inhibition, % at 10 µM | 0.1% of 320,000 active | ADP-Glo luminescence, 60 min | P49840;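 in the data active means inhibition above about 50%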;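 further: GST-tagged GSK-3 alpha with peptide substrate and 25 µM ATP; 0% = DMSO neutral wells and 100% = GW8510 positive control wells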
Target sequence (P49840 whole entry, looked up): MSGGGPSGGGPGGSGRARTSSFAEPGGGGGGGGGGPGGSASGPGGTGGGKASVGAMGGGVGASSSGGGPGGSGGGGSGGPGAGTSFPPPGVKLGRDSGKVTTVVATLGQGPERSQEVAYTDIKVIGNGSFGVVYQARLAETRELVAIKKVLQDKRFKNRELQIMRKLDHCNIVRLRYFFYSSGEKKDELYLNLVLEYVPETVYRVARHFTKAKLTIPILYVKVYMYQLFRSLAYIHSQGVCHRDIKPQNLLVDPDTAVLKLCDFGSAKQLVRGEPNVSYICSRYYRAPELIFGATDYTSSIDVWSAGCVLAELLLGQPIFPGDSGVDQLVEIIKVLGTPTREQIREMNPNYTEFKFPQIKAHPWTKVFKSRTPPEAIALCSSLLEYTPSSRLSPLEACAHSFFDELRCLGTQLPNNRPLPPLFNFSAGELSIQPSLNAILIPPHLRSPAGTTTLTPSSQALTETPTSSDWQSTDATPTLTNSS
HIF activator: HIF pathway transcriptional activation; activation, % at 7.5 µM (by protocol); 0.32% of 300,000 active; U2OS HRE-luciferase reporter, luminescence; normalized: DMSO 0%, desferrioxamine 100%; AID 1910;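 active means mean activation of at least 10% of the iron chelator positive control signal, with at least half of replicates also reaching 10%; inconclusive means mean and replicate majority disagree about reaching 10%; inactive means mean and most replicates under 10%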
aSyn UTR inh: MLPCN primary screen, SNCA 5' untranslated region | alpha-synuclein 5'UTR reporter, inhibitor activity | inhibition, % (tested at 7.5 µM) | 0.82% of 300,000 active | AID 1813; in the data active means inhibition above about 60%; inconclusive means no clear call, values can overlap the other calls;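 further: H4 neuroglioblastoma cells stably carrying SNCA 5'UTR luciferase fusion; 0% = DMSO wells and 100% = positive control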
AI-2 QS mod: modulators of Vibrio harveyi AI-2 quorum sensing system; AID 2094; activity change, % at 7.5 µM; Vibrio harveyi JMH597 AI-2 luminescence/OD600 ratio, 9 h; active compounds read low; strain lacks LuxN and CqsS sensors; 0 = neutral-control median; 0.4% of 300,000 active; in the data active means activity change below about -75%, passing the limit was not always enough; inconclusive means no clear call, values can overlap the other calls;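 further: luminescence divided by OD600 gain over 9 h not by final OD600 alone; inactives centre near 13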
KLF5 inhibitor: suppresses KLF5 promoter-driven expression | inhibition, % at 5 µM | 0.23% of 290,000 active | DLD-1 KLF5 promoter-luciferase reporter, luminescence;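 active means inhibition above a per-plate limit of that plate's mean compound inhibition plus 3 SD, cut at about 60% in these data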;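 further: 0% = DMSO wells and 100% = LY294002 at 200 µM; higher means less KLF5 promoter-driven luciferase light; inactives centre near -14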
HSF-1 act: increases HSF-1 driven luciferase reporter signal; activation, % at 9 µM; NIH3T3-HGL HSF-1 luciferase reporter, MG132, 8 h; 100% = twice DMSO control signal; 1.7% of 300,000 active;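 active means mean replicate activation of at least 50% with a set share of replicates each reaching 50%; inconclusive means only one of those two conditions met; inactive means mean below 50% and too few replicates reaching it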;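 further: 0% = median of the neutral control wells and 100% = twice that signal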
HSP90 refold inh: inhibitors of HSP90 luciferase refolding in rabbit reticulocyte lysate | luciferase refolding luminescence, 3 h | inhibition, % at 5.6 µM | 0.91% of 290,000 active | AID 1789;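 active means inhibition above the screen-wide mean plus 3 SD, computed separately per campaign, cut at about 16% in these data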;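 further: 0% = DMSO wells and 100% = 60 µM geldanamycin wells; inhibitors lower the luminescence because luciferase stays unfolded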
HSF1 inh: HSF1 inhibition. NIH3T3-HGL HSE-luciferase, MG132-induced, luminescence 8 h; active compounds read low. activity change, negative = inhibition, % at 7.5 µM (by protocol). 0.77% of 300,000 active;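 active means more than half of replicate wells show activity change below -50%, luminescence cut by over half; inconclusive means some wells, but at most half, below -50%; inactive means no replicate well below -50%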;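 further: luciferase reports HSF-1 transcriptional activity via heat shock element; 0% = median of DMSO wells and -100% = zero luminescence signal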
* = called active by the depositor; ? = inconclusive; · = not tested or not shown. Only part of the results is shown; the hit share may differ from the screen's.

SMILES	GSK3beta inhib	IEC-6 cytotox	GSK3A inh	HIF activator	aSyn UTR inh	AI-2 QS mod	KLF5 inhibitor	HSF-1 act	HSP90 refold inh	HSF1 inh
COc1ccc(C2CN(C)CC2C(=O)c2ccc(C)cc2)cc1Cl (stereo not given)	1	5	-5	-0.1	4	-2	21	6	1	7
Cc1cccc(OP(=O)(Oc2cccc(C)c2)OC(c2ccccc2)C(F)(F)F)c1 (stereo not given)	5	-2	-2	-0.9	19	10	-8	6	-4	1
Cc1c(C(=O)Nc2ccccc2)c2cc(O)ccc2n1Cc1ccccc1	1	1	-3	0.7	-6	-7	-39	18	0	12
O=C1Nc2ccccc2/C1=C/c1cnc[nH]1	-23	-22	79*	-0.5	-22	16	20	66*	3	38
COc1ccc(CN2C(=O)NC(=O)/C(=C/c3cc(OC)c(OC)c(OC)c3)C2=O)cc1	-2	-10	1	0.0	-18	7	9	2	7	-9
CCSC1=NN1c1cc(C)nc(N)n1	2	3	2	0.4	-12	16	20	-11	2	0
Cc1cc([P+](=O)O)c(C)n1-c1ccc(Br)cc1	1	-4	0	-0.4	-55	18	-7	9	2	2
COc1ccc(CCNCc2cccc(C(F)(F)F)c2)cc1OC	4	6	-2	-0.2	-4	0	-28	4	0	6
CCSP1(=S)N=C(N2CCOCC2)C(C#N)=C2CCCN21 (stereo not given)	0	5	1	-0.1	-6	17	-16	15	1	-9
O=c1cc(C2CCNCC2)[nH][nH]1	-1	11	3	-25	-4	34	3	25	7	-3
COc1ccc(-n2c(O)c(/C=C3\C=Nc4ccc(Br)cc43)c(=O)[nH]c2=O)c(OC)c1	-2	-3	-4	-0.6	7	19	-17	6	-3	7
Cc1cc(CN(C)C)c(OC(=O)N(C)C)cc1C	5	-1	-1	0.1	-1	17	6	-5	3	-1
C=Cn1c(P(=S)(N2CCOCC2)N2CCOCC2)cc2c1CCCC2	5	-3	-4	-0.5	8	9	-16	2	4	9
Cn1cccc1CNCCc1ccc(F)cc1	1	7	1	-0.3	-2	25	-14	-5	1	-4
O=C(O)c1cc2ccccc2oc1=O	1	3	-1	0.3	-19	14	-8	14	3	4
O=[N+]([O-])c1cnc2ccc3ccccc3c2c1	1	6	0	0.6	5	3	-10	-10	6	-1
Cc1ccc(NC(=O)c2snnc2C)cc1Cl	-6	-5	0	0.4	1	11	-56	11	-10	9
COc1ccccc1OCC(=O)N1CCCC(N(C)Cc2ccccc2)C1 (stereo not given)	-2	3	-2	0.2	-2	-1	-22	2	0	11
Cc1nc2cc([N+](=O)[O-])ccc2c(=O)n1-c1ccccc1[N+](=O)[O-]	4	3	1	-0.3	27	36	-21	27	3	-1
CC(=O)O[C@H]1CC[C@@]2(C)[C@H](C1)C(=O)C[C@H]1[C@@H]3CC[C@@H]4[C@@H](CN5C[C@@H](C)CC[C@H]5[C@@]4(C)O)[C@@H]3C[C@@H]12	1	-4	-2	1.3	-7	13	-15	-1	-3	2
Cc1ccc(/C=C2\C(=O)NC(=S)N(c3ccc(F)cc3)C2=O)s1	1	6	-2	1.8	-116	10	-35	-2	3	-3
CC1=CC(=O)OC2CC3OC4C[C@@H](C)C5OC6CC7O[C@]8(C)C/C=C\C9OC%10CC%11OC(CC(C)CO)CC(O)[C@]%11(C)OC%10CC9OC8C[C@]7(C)O[C@]6(C)CCC5OC4C[C@]3(C)OC12 (stereo not given in full)	4	-2	-1	-0.1	-11	3	-35	·	10	1
COC(=O)c1c(C)n(Cc2ccc3c(c2)OCO3)c2ccc(O)cc12	2	4	0	0.3	-22	6	-13	21	-2	10
N#CC1=C(N)Oc2c(c(=O)oc3ccccc23)C1c1ccc([N+](=O)[O-])o1 (stereo not given)	1	-9	0	-0.5	-18	28	-4	-60	3	·
CN1C(=O)C(Cc2cccs2)C(=O)N(C)C1=O	1	1	-3	0.1	3	20	9	3	-1	-1
COc1ccc(N2CCN(C(CNC(=O)Oc3ccccc3)c3cccnc3)CC2)cc1 (stereo not given)	1	0	1	-0.2	14	13	14	18	1	3
CC1(O)C[C@]2(C)N(O)C3CCCC[C@@H]3N2O1 (stereo not given in full)	-1	-4	0	-0.2	-11	8	-8	3	1	-2
O=C(NCc1cccnc1)Nc1ccc([N+](=O)[O-])cc1	2	8	-1	-0.1	-3	7	-26	-3	1	3
O=C(O)C1Cc2ccccc2N2CCCC12 (stereo not given)	2	3	-2	-0.5	-8	16	-21	-8	-2	-9
CN1CCN(Cc2ccccc2C(F)(F)F)CC1	0	8	8	-0.1	13	-10	5	-2	3	-4
CCC(=NCCC1=CCCCC1)c1c(O)[nH]c(=O)[nH]c1=O	-2	13	1	-0.4	?	20	-2	-11	1	-10
Cc1cc(S(=O)(=O)NCc2ccccc2)ccc1OCC(=O)N1CCN(C)CC1	2	2	0	·	12	20	-2	2	2	-2
O=C(CCC(=O)N1CC2C[C@@H](C1)Cn1c2cccc1=O)NCCc1ccccc1F	-2	-8	-1	-0.1	3	24	0	-2	-2	-3
CCCCn1c(N)c(C(=O)NCc2cccs2)c2nc3ccccc3nc21	0	2	-1	-0.5	27	-4	-22	21	5	17
CN(C)CC1Oc2ccccc2OC1(O)c1ccccc1 (stereo not given)	-1	11	·	-1.0	-101	11	13	89*	6	87
C=C1C(=O)O[C@@H]2C[C@@H](C)[C@@H]3C=CC(=O)[C@@]3(C)[C@@H](OC(=O)CC(=O)O[C@H]3[C@@H]4C(=C)C(=O)O[C@@H]4C[C@@H](C)[C@@H]4C=CC(=O)[C@]43C)[C@H]12	1	·	2	-6.5	116*	24	·	-96	·	-96*
COCCOC(=O)c1c(N)n(Cc2ccccc2)c2nc3ccccc3nc12	-1	7	3	0.0	8	-7	-1	22	10	-4
CC1CCCCC1NC(=O)CNC(=S)N1CC2CC(C1)c1cccc(=O)n1C2 (stereo not given)	1	-4	0	-0.5	8	20	-17	8	-7	-5
CC1CCN(C(=O)c2ccc(N3CC4CC(C3)c3cccc(=O)n3C4)c([N+](=O)[O-])c2)CC1 (stereo not given)	-9	-5	-2	0.1	-5	12	-14	12	-2	1
Cc1ccc(N=Nc2c(O)[nH]c(=O)[nH]c2=O)c([N+](=O)[O-])c1	0	1	0	-0.2	4	14	-27	-7	1	-6
c1cnc2c(c1)ccc1ncccc12	-1	-2	-1	·	-3	9	6	·	3	·
O=P(O)(O)C12CC3CC(CC(C3)C1)C2	3	-2	-4	-0.2	18	25	-18	6	3	-3
Cc1ccc(C2C(=O)NC(=O)NC2=O)cc1	1	·	-3	-0.5	11	-6	·	-1	·	2
CCC(=NCCN1CCOCC1)c1c(O)n(C2CCCCC2)c(=O)[nH]c1=O	-3	-2	6	-0.1	5	18	-26	13	0	12
CCOC(=O)c1c(C)c(C(=O)N2CCC3(CC2)OCCO3)c(C)n1CC	1	3	-1	-0.5	5	54	13	31	-3	-7
COc1ccccc1N1C(=O)NC(=O)/C(=C/c2ccc3c(c2)Cc2ccccc2-3)C1=O	-19	3	0	0.2	-13	10	-14	-20	-1	8
C/C=C1/CC(C)C(C)(O)C(=O)OCC2CCN3CCC(OC1=O)C23 (stereo not given)	-22	3	2	-0.2	8	28	-32	-3	4	-10
CN(C(=O)c1ccc(Cl)nc1)C1(c2ccccc2Cl)CCCCC1=O (stereo not given)	2	2	-2	0.1	5	10	5	15	5	-4
Cc1nn(Cc2ccccc2Cl)c(C)c1C(=O)OCC(=O)N1CC(C)OC(C)C1 (stereo not given)	1	-1	-3	0.0	24	19	-24	-11	1	-2
COc1ccc(-c2cc(C(=O)N3CCC4(CC3)OCCO4)c3ccccc3n2)cc1	2	6	-2	2.5	-88	6	-85	-1	5	6
Cc1nc2cc(C(=O)N3CCC4(CC3)OCCO4)ccc2n1-c1cccc(F)c1	3	-7	·	-0.1	6	6	-22	6	2	-5
Cc1cc(C)c(NC2=NCCCS2)c(C)c1	-1	0	-4	-1.5	-3	17	-25	-16	1	-6
C/C(=N/O)c1ccc2ccc3ccccc3c2c1	-6	·	0	4.6	-104	-1	·	27	·	30
CC1=NN(c2ccccc2)C(=O)/C1=C/c1c(O)[nH]c(=S)[nH]c1=O	-1	-1	0	-0.7	4	23	6	10	3	-6
COc1ccc(N=Cc2c(O)n(C)c(=O)n(C)c2=O)cc1	2	10	2	0.8	-34	3	-14	-9	7	0
